# M. tuberculosis HTS: M. tuberculosis growth inhibition, HTS (AID 449762); M. tuberculosis H37Rv growth inhibition, 7H9 media; higher % means a stronger effect; inhibition, % at 25 µM, or IC50 in µM where a hit was titrated; 0.59% of 330,000 active; in the data active means a potency from the dose series; inconclusive means inhibition above about 70% without an active follow-up result;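 further: bacterial growth assessed after seven days of incubation; strong numbers were not always called active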
# M. tuberculosis: growth inhibition of non-replicating M. tuberculosis (AID 488890); 0.39% of 320,000 active; inhibition, % at 25 µM; hits with a dose series show IC50 in µM; Mycobacterium tuberculosis non-replicating, growth inhibition; higher % means a stronger effect; in the data active means a potency from the dose series; inconclusive means inhibition mostly from about 82% at the one dose, without a potency; inactive means the rest, 99 in 100 with inhibition below about 76%;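 further: plate controls were DMSO cells for no effect and high antibiotic wells for full effect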
# Salmonella PhoP GFP: PhoP regulon inhibitors, Salmonella typhi PhoP promoter GFP reporter, confirmatory (AID 1850) | Salmonella Typhi PhoP-promoter GFP reporter, fluorescence, 4 h; higher % means a stronger effect | one-dose inhibition, % at 50 µM; IC50 in µM for titrated hits | 0.33% of 310,000 active; in the data active means a potency from the dose series; inconclusive means inhibition mostly from about 25% at the one dose, without a potency; inactive means the rest, 99 in 100 with inhibition below about 19%;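 further: 0% = induced wells with vehicle and 100% = uninduced wells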
# VEEV TC-83 Vero: inhibitors of VEEV TC-83 cytopathic effect, confirmation, Vero cells (AID 588727); Vero cells, VEEV TC-83 cytopathic effect inhibition; higher % means a stronger effect; inhibition, % at 20 µM, or IC50 in µM where a hit was titrated; 0.13% of 350,000 active; in the data active means a potency from the dose series; inconclusive means inhibition mostly from about 14% at the one dose, without a potency; inactive means the rest, 99 in 100 with inhibition below about 12%; further: strong numbers were not always called active
# influenza NS1A: NS1A inhibition, H1N1 influenza, cell based functional assay (AID 504329) | inhibition, % at 12.5 µM; hits with a dose series show IC50 in µM | NS1A functional cell-based assay, percent inhibition; higher % means a stronger effect | 0.3% of 340,000 active; in the data active means a potency from the dose series; inconclusive means inhibition above about 27% without an active follow-up result; further: strong numbers were not always called active
# VEEV TC-83 Vero 10K pilot screen: second read-out of VEEV TC-83 Vero, no call of its own (marks repeat the call); inhibition, %; measured here: 10K pilot screen inhibition
# Starred values were filed as active, the others as inactive; i = inactive; ? = inconclusive; / = not tested or not shown.
SMILES,M. tuberculosis HTS,M. tuberculosis,Salmonella PhoP GFP,VEEV TC-83 Vero,influenza NS1A,others
CC(C)Oc1c(N2CCOCC2)c(=O)c1=O,2%,16%,-2%,0.7%,-5%,
O=S(=O)(Nc1nc2ccccc2nc1NCc1ccco1)c1ccccc1,-11%,6%,7%,1.3%,15%,
Cc1cc(OCC(=O)NCCN2CCOCC2)ccc1Br,4%,-5%,1%,0.2%,8%,
CN1/C(=C\C=C2/SC(=S)NC2=O)C(C)(C)c2ccccc21,10%,39%,-23%,5.1%,39µM*,
Cc1cc2c(=Cc3ccc(N(C)C)cc3)c3ccccc3n2[n+]1C,/,/,/,1.0%,21µM*,
CCOc1ccc(S(=O)(=O)NCc2cccnc2)cc1NC(=O)c1ccccc1F,-11%,8%,-7%,i,-2%,
COCCCNc1nc2ccccc2nc1NS(=O)(=O)c1ccc(C)c(C)c1,4%,3%,-6%,2.8%,8%,
COc1cc(OC)c(C(=O)Nc2ccc(N(C)C)cc2)cc1OC,5%,11%,-7%,9.3%,8%,
C=C(C(=O)O)C1CCC2(C)CCCC(C)(O)C2C1 (stereo not given),-10%,12%,2%,0.8%,-1%,
CC(=O)Nc1ccc2c(c1)-c1ccc(F)cc1C2=O,/,/,/,0.3%,2%,
Cc1[nH]c2ccccc2c1/C=C(\C#N)C(=O)NC1CC1,-16%,12%,-4%,2.2%,-2%,
COc1ccc(C2SCC(=O)N2c2ccc(F)cc2)cc1 (stereo not given),8%,-3%,4%,0.0%,-1%,

# Brought forward from above: 2 compounds, then new ones.
SMILES,M. tuberculosis HTS,M. tuberculosis,Salmonella PhoP GFP,VEEV TC-83 Vero,influenza NS1A,others
Cc1[nH]c2ccccc2c1/C=C(\C#N)C(=O)NC1CC1,-16%,12%,-4%,2.2%,-2%,
COc1ccc(C2SCC(=O)N2c2ccc(F)cc2)cc1 (stereo not given),8%,-3%,4%,0.0%,-1%,
O=C(COc1cccnc1[N+](=O)[O-])Nc1cccc(Br)c1,-6%,-7%,/,1.6%,4%,
Clc1ncnc2scc(-c3ccccc3)c12,-3%,15%,-4%,0.6%,-9%,
O=c1[nH]c(=S)n(-c2ccccc2)c(O)c1C=NCc1ccccn1,-6%,-18%,12%,0.3%,/,
S=P(Nn1cnnc1)(c1ccccc1)c1ccccc1,8%,-10%,-7%,0.3%,-4%,
C[N+](C)(C)CCOC(N)=O,-7%,7%,2%,0.8%,-3%,
CCC(C(=O)Nc1ccc(C)cc1)c1ccccc1 (stereo not given),-9%,-4%,-3%,i,11%,
CCOC(=O)NC(=O)/C(C#N)=N\Nc1cccc(OC)c1,-12%,7%,-5%,1.1%,0%,VEEV TC-83 Vero 10K pilot screen=0.0
CCN(Cc1cc2cc(OC)ccc2[nH]c1=O)C(=O)Cc1ccc(OC)cc1,-2%,31%,-4%,7.8%,-1%,
CCOC(=O)c1nnn(-c2nonc2N)c1-c1ccc(C)cc1,2%,3%,-3%,0.8%,-14%,
CC(=O)c1cn(CC(=O)Nc2ccc(C)c(C)c2)c2ccccc12,2%,0%,7%,0.3%,-10%,
COc1cc(OC)c(OC)cc1CNC(=O)c1ccc(S(=O)(=O)N2CCCCC2)cc1,1%,2%,/,5.3%,9%,
CCOc1ccc(-c2nc(-c3cccs3)c(CC(=O)O)s2)cc1OC,46%,11%,21%,0.8%,-1%,

# Ordered by SMILES length (largest number first): part of the list above
SMILES,M. tuberculosis HTS,M. tuberculosis,Salmonella PhoP GFP,VEEV TC-83 Vero,influenza NS1A,others
CCC(C(=O)Nc1ccc(C)cc1)c1ccccc1 (stereo not given),-9%,-4%,-3%,i,11%,
Clc1ncnc2scc(-c3ccccc3)c12,-3%,15%,-4%,0.6%,-9%,
C[N+](C)(C)CCOC(N)=O,-7%,7%,2%,0.8%,-3%,

# Additional structures follow.
SMILES,M. tuberculosis HTS,M. tuberculosis,Salmonella PhoP GFP,VEEV TC-83 Vero,influenza NS1A,others
CN(CC(=O)Nc1cccc(F)c1)C(=O)c1ccc(COc2ccccc2)cc1,1%,61%,5%,5.8%,3%,
CN(C)Cc1c(O)ccc2c(=O)c(-c3ccccc3)c(C(F)(F)F)oc12,-2%,-7%,0%,0.3%,-7%,
CCOc1ccc2nc(Cl)c(C3CC(c4ccco4)=NN3S(C)(=O)=O)cc2c1 (stereo not given),1%,-16%,7%,0.4%,-6%,
Cc1ccc(CNC(=O)c2nnn(CC(=O)Nc3cc(C)cc(C)c3)c2N)cc1,-2%,-11%,-3%,1.7%,-5%,
CCCOC(=O)c1ccc(NS(=O)(=O)c2cccs2)cc1,?,27%,-12%,5.1%,-5%,
CN(C)c1ccc(C(=O)N2CCCC2)cc1,-2%,2%,-5%,0.5%,6%,
O=C(C1CCCO1)N1CCN(C(=S)Nc2ccc(F)cc2)CC1 (stereo not given),-4%,-9%,-4%,2.7%,-6%,
COc1cc(-c2noc(CCC(=O)Nc3cccnc3)n2)cc(OC)c1OC,-5%,1%,-1%,5.7%,-5%,
O=C1/C(=C\c2ccncc2)CCc2ccccc21,21µM*,79%,8%,2.5%,6%,VEEV TC-83 Vero 10K pilot screen=6.6
O=C(CC1SC(N2CCCCC2)=NC1=O)Nc1cccc(C(=O)O)c1 (stereo not given),-14%,/,1%,0.1%,9%,
CCC(=O)N1c2ccc(S(=O)(=O)CCC(=O)N3CCC4(CC3)OCCO4)cc2CC1C (stereo not given),9%,11%,-15%,0.1%,-2%,
COc1ccc(CSc2nnc(C)n2N)cc1[N+](=O)[O-],-3%,0%,-2%,0.1%,-1%,
CS/C(=N\S(=O)(=O)c1ccc(Cl)cc1)c1ccccc1,7%,37%,-5%,1.4%,0%,
O=C(CCc1ccccc1)NC1CCSC1=O (stereo not given),3%,-1%,-2%,1.6%,-12%,
CCN(C(=O)COC(=O)c1ccccc1Nc1ccccc1)c1c(N)n(Cc2ccccc2)c(=O)[nH]c1=O,/,/,/,9.2%,-5%,
c1coc(CN(Cc2ccco2)c2ncnc3c2oc2ccccc23)c1,6%,29%,-5%,14%,-5%,
CCOc1ccc(CCNC(=O)C(O)c2ccccc2)cc1 (stereo not given),-11%,4%,6%,0.2%,-12%,
CCOCCCN(C(=O)Cn1nnc(-c2ccc(OC)c(OC)c2)n1)C(CC)C(=O)NC1CCCC1 (stereo not given),5%,19%,-20%,0.2%,3%,
CN(C(=O)COC(=O)c1ccc([N+](=O)[O-])cc1Cl)C1CCCCC1,13µM*,5.9µM*,-2%,3.2%,-1%,
CCOc1ccccc1N(CC(=O)Nc1ccccc1C(=O)NCc1ccco1)S(C)(=O)=O,-9%,16%,-9%,0.4%,-1%,
Cn1cc(CN2CCCC(C(=O)c3cc(F)ccc3F)C2)c2ccccc21 (stereo not given),13%,21%,-1%,0.2%,6%,
CCCN(C(=O)c1cccc(S(=O)(=O)N2CCN(C)CC2)c1)c1c(N)n(Cc2ccccc2)c(=O)[nH]c1=O,-4%,13%,-2%,0.8%,0%,
Cc1c(CCOC(=O)c2cc([N+](=O)[O-])ccc2Cl)sc[n+]1CCCCS(=O)(=O)[O-],-1%,2%,6%,i,1%,
CCc1ccccc1SCc1noc(C(=O)NCC2CCCO2)c1C(=O)O (stereo not given),-3%,-12%,6%,0.2%,-9%,
O=C(Nc1nn[nH]n1)C12CC3CC(CC(C3)C1)C2,7%,15%,-11%,0.6%,10%,
Cn1c(=O)oc2cc(S(=O)(=O)NCCCN3CCCC3=O)ccc21,-7%,-18%,-2%,0.5%,6%,VEEV TC-83 Vero 10K pilot screen=1.0
CCOC(=O)c1ccc(NC(=O)c2cc(=O)[nH]c3ccccc23)cc1,1%,2%,3%,2.7%,-6%,
CCOC(=O)Cn1nc(-c2ccc(Cl)cc2)cc1N,8%,35%,-3%,2.6%,1%,
O=C(CCOc1cccc(Br)c1)NNC(=O)COc1ccc(F)cc1,/,/,/,0.8%,-1%,
CNS(=O)(=O)c1cccc(C(=O)OCc2csc(-c3ccccc3)n2)c1,3%,11%,-1%,2.3%,-2%,
CCCCNC(NCCCC)=C(S(=O)(=O)CC)S(=O)(=O)CC,-7%,1%,-7%,1.7%,-8%,
Cc1cc2cc(C=C(C#N)C#N)c(Cl)nc2cc1C,12%,?,-6%,3.1%,4%,
CCOc1ccc(CCNC(=O)CSc2nn(-c3ccc(C)c(Cl)c3)c(=S)s2)cc1OCC,-10%,2%,-5%,2.4%,1%,
CC(C)c1nc(N2CCN(C(=O)c3ccco3)CC2)c2c3c(sc2n1)CCCC3,10%,9%,-13%,1.6%,5%,
CCOc1ccc(CNC(=O)C2Cc3cc(S(=O)(=O)N4CCCC4)ccc3N2C(C)=O)cc1 (stereo not given),-6%,19%,-4%,0.4%,9%,
COCCSc1ccccc1C(=O)N1CCc2ccccc2C1,3%,1%,2%,2.5%,-8%,

# In the list so far, these contain bromine:
SMILES,M. tuberculosis HTS,M. tuberculosis,Salmonella PhoP GFP,VEEV TC-83 Vero,influenza NS1A,others
Cc1cc(OCC(=O)NCCN2CCOCC2)ccc1Br,4%,-5%,1%,0.2%,8%,
O=C(COc1cccnc1[N+](=O)[O-])Nc1cccc(Br)c1,-6%,-7%,/,1.6%,4%,
O=C(CCOc1cccc(Br)c1)NNC(=O)COc1ccc(F)cc1,/,/,/,0.8%,-1%,

# More compounds follow.
SMILES,M. tuberculosis HTS,M. tuberculosis,Salmonella PhoP GFP,VEEV TC-83 Vero,influenza NS1A,others
COc1cc2c(cc1OC)C1c3ccc(OC)c(OC)c3OCC1(O)C2 (stereo not given),/,/,/,3.0%,-18%,
Clc1cc2cccnc2c2ccccc12,0%,3%,-18%,0.7%,-8%,
N#CN=C1SCCS1,-2%,9%,-5%,0.4%,9%,
CC(C)(C)c1cc(Cl)ccc1OCCOCCN1CCCC1,3%,70%,-3%,3.6%,4%,
COc1ccc2c(C(=O)CN3CCN(CCO)CC3)c[nH]c2c1,-5%,-2%,-2%,i,0%,VEEV TC-83 Vero 10K pilot screen=0.6
O=C(CN1c2ccccc2Sc2ccccc21)NNC(=S)Nc1ccc(Cl)cc1,3%,15%,9%,7.2%,-14%,
CCCCNC(=O)OC(C)CNC(=O)OC (stereo not given),7%,7%,2%,1.7%,-16%,
Cc1cc(=O)oc2cc(OC(C)C)ccc12,-1%,-5%,-1%,i,6%,
O=C(Nc1ccc2c(c1)OCCO2)C1CCCC1,-9%,25%,/,3.0%,-2%,
COc1cccc2c1cc1c(=O)n(CC(=O)N3CCN(c4cccc(C)c4C)CC3)nc(C)n12,/,/,/,0.8%,0%,
CC(NC(=O)c1cc(S(=O)(=O)N2CCOCC2)ccc1F)c1ccc(-n2ccnc2)cc1 (stereo not given),-2%,16%,/,3.2%,-8%,
O=C(C[n+]1cc(-c2ccc(Cl)cc2)n2c1CCC2)Nc1nc(-c2ccccc2)cs1,17µM*,78%,22µM*,i,-15%,
Cn1c(=O)n(CC(N)=O)c(=O)c2c1nc1n2CCCN1Cc1ccccc1,-1%,-8%,6%,0.3%,-1%,
COc1cccc(C(C#N)N2CCOCC2)c1 (stereo not given),-2%,-16%,9%,0.2%,-18%,
Cc1occc1-c1nnc(SCC(=O)NC(C)(C)C)n1CC(C)C,-7%,-12%,-2%,1.2%,4%,
Cc1nnc(SCC(=O)NC2CCCCCC2)n1C,-7%,11%,4%,0.7%,-12%,
COc1ccc(OC)c(S(=O)(=O)N2Cc3ccccc3CC2C(=O)Nc2nccs2)c1 (stereo not given),5%,10%,2%,0.2%,-2%,
O=C(/C=C/c1ccccc1)Nc1ccc(N2CCCCC2)cc1,6%,5%,11%,0.2%,-2%,
CCc1ccc2[nH]c(=O)c(CN(CCO)C(=O)NCc3ccccc3)cc2c1,0%,2%,2%,0.3%,8%,
Cc1ccc(N2CSC3=C(C#N)C(c4cccs4)CC(=O)N3C2)cc1 (stereo not given),1%,4%,4%,1.6%,31%,
O=C1CCCN2N=C(SCC(=O)Nc3ccc(Cl)cc3)SC2=N1,3%,-16%,3%,i,8%,
Cc1ccc(S(=O)(=O)NNC(=O)C(=O)NNS(=O)(=O)c2ccc(C)cc2)cc1,1%,-18%,-8%,2.2%,-11%,
O=C(COC(=O)CCNS(=O)(=O)c1ccc(Cl)cc1)NCc1ccco1,1%,-11%,1%,0.6%,15%,
COc1ccc(Nc2nc(N)nc(CCl)n2)cc1,?,?,-1%,?,-4%,
O=C1CCC(=O)N1CC(O)COc1ccccc1 (stereo not given),-4%,-12%,-2%,i,-11%,
Cc1ccc(C)c(C(=O)C(C)Sc2nc3nn(-c4ccccc4)c(=O)c-3c3n2CCCCC3)c1 (stereo not given),3%,-2%,-5%,8.1%,-8%,
Cc1ccc(S(=O)(=O)NCc2ccc(C(=O)N3CCCC3)cc2)cc1,-2%,22%,0%,3.8%,-7%,VEEV TC-83 Vero 10K pilot screen=0.6

# Source: PubChem
